Furin inhibitor: human furin inhibitors, primary screen, biochemical, fluorescence intensity. purified furin, fluorogenic substrate cleavage. 220,000 tested, 0.061% active. inhibition, % at 30 µM. P09958. AID 463115, 2010; in the data active = inhibition above about 25%; also: inactives centre near -15
Target sequence (P09958 108-714 limits assumed): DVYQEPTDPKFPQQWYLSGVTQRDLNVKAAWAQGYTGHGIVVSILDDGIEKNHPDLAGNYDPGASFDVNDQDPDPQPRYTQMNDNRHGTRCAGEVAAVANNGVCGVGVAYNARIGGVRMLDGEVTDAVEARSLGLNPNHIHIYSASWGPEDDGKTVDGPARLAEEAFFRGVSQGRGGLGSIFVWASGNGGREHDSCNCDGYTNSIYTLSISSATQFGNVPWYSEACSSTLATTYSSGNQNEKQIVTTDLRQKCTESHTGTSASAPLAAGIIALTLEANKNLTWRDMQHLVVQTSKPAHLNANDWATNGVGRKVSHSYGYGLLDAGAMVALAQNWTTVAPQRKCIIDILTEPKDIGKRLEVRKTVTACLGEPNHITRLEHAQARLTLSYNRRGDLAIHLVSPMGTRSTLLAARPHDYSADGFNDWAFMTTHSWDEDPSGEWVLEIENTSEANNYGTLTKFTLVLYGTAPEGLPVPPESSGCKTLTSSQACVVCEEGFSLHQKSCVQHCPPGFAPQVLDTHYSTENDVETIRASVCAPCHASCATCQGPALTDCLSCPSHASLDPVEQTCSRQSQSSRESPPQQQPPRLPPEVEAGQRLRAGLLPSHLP
Runt-CBFb FRET: inhibitors of RUNX1 Runt–CBFb binding, primary screen, biochemical, FRET, Cerulean-Runt, Venus-CBFb, uHTS. Cerulean-Runt/Venus-CBFb FRET ratio 530/480, 1 h. inhibition, % at 20 µM. 220,000 tested, 0.46% active. AID 1496, 2009;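 active = inhibition over about 50% at 20 µM in the single-dose screen, limit read from the data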;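 also: 0% = DMSO wells and 100% = excess unlabeled CBFb competitor control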
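Assay system: Cerulean-tagged RUNX1 Runt domain (FRET donor) fusion protein / Amount: 100 nM each of Venus-CBFb and Cerulean-Runt domain / Medium: Tris buffer pH 7.5 with salts and BSA / Also added: Venus-CBFb 100 nM / Schedule: 1 h complex formation plus 1 h compound treatment, room temperature / Signal: FRET fluorescence / Read-out: loss of energy transfer signal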
RBBP9 inh: human RBBP9 inhibitors, primary screen, biochemical, fluorescence polarization, FP-Rh probe, HTS. Serine hydrolase RBBP9 (Homo sapiens), O75884. recombinant RBBP9. inhibition, % at 7.94 µM. 220,000 tested, 0.2% active;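 active = inhibition above the campaign mean of all tested compounds plus 3 SD, cut at about 14% in these data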;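 also: plate controls were DMSO wells with RBBP9 for no effect and wells lacking RBBP9 protein for full effect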
Target sequence (O75884 whole entry, looked up): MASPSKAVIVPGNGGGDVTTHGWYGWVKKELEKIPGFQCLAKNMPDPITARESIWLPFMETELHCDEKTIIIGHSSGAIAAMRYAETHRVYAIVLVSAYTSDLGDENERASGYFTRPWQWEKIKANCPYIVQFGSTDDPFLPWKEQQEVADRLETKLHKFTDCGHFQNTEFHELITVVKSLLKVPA
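System: RBBP9 protein / Buffer or medium: Tris/NaCl buffer pH 8.0 with 0.1% Pluronic / Probe or stimulus: Serine-hydrolase probe FP-Rh, 375 nM pre-mixing / Dosing: 7.94 µM single dose, 0.794% DMSO / Times: enzyme-compound preincubation 30 min, then probe labeling 45 min, 25 °C / Technique: fluorescence polarization (mP), excitation 525 nm, emission 598 nm / Replication: singlicate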
p47phox inh: p47phox/p22phox peptide binding inhibitors, primary screen, biochemical, uHTS, NADPH oxidase regulatory subunit; 220,000 tested, 0.53% active; inhibition, % at 24.7 µM; fluorescence polarization, 2 h; AID 1274, 2008; Neutrophil cytosol factor 1 (Homo sapiens), P14598;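 active = inhibition above about 30%, limit read from the data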;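 also: 0% = p47phox with labelled peptide and 100% = labelled peptide alone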
Tb hexokinase: Trypanosoma brucei hexokinase 1 inhibitors, primary screen, biochemical, G6PDH-coupled NADH absorbance, MLSCN library; inhibition, % at 10 µM; 220,000 tested, 0.11% active; hexokinase 1 [Trypanosoma brucei]; recombinant TbHK1, G6PDH-coupled NADH A340;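 active = inhibition of 50% or more in the single-dose primary screen; inactive = inhibition below 50%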
p97 ATPase inh: inhibitors of human p97 ATPase, primary screen, biochemical. Transitional endoplasmic reticulum ATPase (Homo sapiens), P55072. recombinant p97 ATPase, Kinase-Glo ATP luminescence, 3 h. inhibition, % at 8 µM. 220,000 tested, 0.42% active; in the data active = inhibition above about 15%;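 also: 0% = DMSO vehicle and 100% = wells lacking enzyme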
EBV gp42 inh: Epstein-Barr virus gp42 inhibitors, primary screen, biochemical, uHTS, fluorescence polarization | Fluorescence polarization binding assay, mP read-out | inhibition, % (tested at 21.74 µM) | 220,000 tested, 0.42% active; in the data active = inhibition above about 50%
Target sequence (Q1HVG2 whole entry, looked up): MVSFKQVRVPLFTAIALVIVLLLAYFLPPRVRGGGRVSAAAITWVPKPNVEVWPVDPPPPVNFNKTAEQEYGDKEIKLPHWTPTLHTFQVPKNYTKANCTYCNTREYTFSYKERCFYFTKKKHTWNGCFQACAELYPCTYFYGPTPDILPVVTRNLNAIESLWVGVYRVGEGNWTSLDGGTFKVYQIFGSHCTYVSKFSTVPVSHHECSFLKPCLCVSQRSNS
m-calpain inh: inhibitors of pig calpain II, primary screen, biochemical, fluorogenic peptide substrate, 1536-well | purified calpain II, 30 min | inhibition, % at 16 µM | 220,000 tested, 0.37% active | AID 1236, 2008;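 active = inhibition above about 50%, limit read from the data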
Runt-SMMHC FRET: inhibitors of RUNX1 Runt–CBFb-SMMHC binding, primary screen, biochemical, FRET, Cerulean-Runt, Venus-CBFb-SMMHC, uHTS. Runt-related transcription factor 1 (Homo sapiens) + Core-binding factor subunit beta …. Cerulean-Runt/Venus-CBFb-SMMHC FRET ratio 530/480, 1 h. inhibition, % at 20 µM. 220,000 tested, 0.74% active. AID 1434, 2008;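 active = mean inhibition across duplicate retests at 20 µM reaching about 50%, limit read from the data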;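 also: 0% = DMSO wells and 100% = wells with excess untagged CBFb-SMMHC; inhibitors lower the FRET ratio by blocking Runt binding to CBFb-SMMHC; some results filed as inactive read as strong as hits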
Active calls of the source: *; i = inactive; · = no result given; [ ] = dose if it differs, or a comment.

SMILES | Furin inhibitor | Runt-CBFb FRET | RBBP9 inh | p47phox inh | Tb hexokinase | p97 ATPase inh | EBV gp42 inh | m-calpain inh | Runt-SMMHC FRET
CC12CCC(C(=O)N(c3ccccc3Cl)C1=O)C2(C)C (stereo not drawn) | -23 | -1 | -8 | -17 | 2 | 3 | -13 | -6 | 2
Cc1ccc(-n2[nH]c(C)c(C=Nc3ccc4[nH]c(=O)[nH]c4c3)c2=O)cc1 | -7 | -205 | 5 | -7 | -24 | -14 | 24 | -188 | -153
Cc1cc(C)n(CC(=O)N/N=C/c2ccc3c(c2)OCO3)n1 | -3 | 1 | -6 | -3 | -19 | -4 | 8 | 12 | 5
CCOC(=O)c1ccc(NC(=O)NCCN2CCCCC2)cc1 | -17 | 1 | 0 | -7 | 6 | 3 | -21 | 15 | -7
Cc1ccc(NC(=O)Cn2cnc3c(nnn3Cc3ccc(F)cc3)c2=O)cc1 | -13 | 1 | -6 | 7 | 11 | -2 | 5 | 30 | 3
CCOC(=O)c1[nH]c(C(=O)O)c(CCC(=O)OC)c1C | -6 | 2 | -4 | -1 | 39 | 4 | -21 | 3 | -6
O=C(Nc1ccc(OC(=O)c2cccnc2)cc1)c1cccnc1 | -22 | 1 | 1 | -9 | 8 | 8 | -10 | -20 | -2
COc1cc(C)c(Cl)cc1S(=O)(=O)NCCN1CCOCC1 | -9[20 µM] | 1 | 3 | -17 | 0 | -3 | -19 | -18 | -8
CN1C(=O)NC(c2ccc(O)cc2)C(C(=O)c2cccs2)C1(O)C(F)(F)F (stereo not drawn) | -3 | 0 | -8 | -3 | 1 | -5 | 4 | 19 | -3
CCOc1ncccc1C(=O)Nc1nnc(C)s1 | -13 | 0 | -8 | 3 | 1 | 8 | -3 | 45 | 0
O=C(CN1C(=O)c2ccc([N+](=O)[O-])cc2C1=O)Nc1nccs1 | -10 | -2 | -1 | 2 | 1 | 2 | -4 | 14 | 3
COC(=O)Cc1ccc(NC(=S)NCCSc2ccc(C)cc2)cc1 | 1 | 0 | -1 | -9 | 12 | -9 | 5 | 30 | 0
CCOC(=O)c1ccc(N2NC(=O)/C(=C/c3ccc(OC(=O)c4ccco4)c(OC)c3)C2=O)cc1 | -7 | 2 | -2 | -6 | 12 | 3 | 2 | -62 | 20
Cc1ccc(NC(=O)NC2(C(=O)NCc3ccco3)CCCCC2)cc1 | -14 | 2 | 3 | -9 | 0 | -7 | -2 | -11 | 2
Cc1ccc(NC(=O)Cn2c3ccc(F)cc3c3nc4n(c(=O)c32)CCS4)cc1F | -26 | 0 | -9 | -9 | -4 | 3 | 2 | -45 | 2
COc1cc(C(=O)OCCN2CCCCC2)ccc1O | -15 | -1 | -5 | -11 | -8 | 5 | 8 | -11 | 2
COc1ccc(C2C(C#N)=C(N)Oc3c2c(C)nn3-c2ccccc2)cc1Cn1nc(C)c([N+](=O)[O-])c1C (stereo not drawn) | -9[20 µM] | -9 | 18* | -4 | -22 | 4 | -4 | -95 | -7
CCS(=O)(=O)Nc1cccc(C(=O)O)c1 | -23 | -1 | -4 | 5 | 6 | 3 | -11 | -5 | 0
O=C(/C=C/c1ccco1)NCCc1ccccc1 | -5 | 10 | -9 | 5 | 4 | -2 | 9 | -17 | -2
NC(CCC(=O)O)C12CC3CC(CC(C3)C1)C2 (stereo not drawn) | -16 | 0 | -5 | 2 | 0 | 4 | 0 | 8 | -7
CCn1c(SCC(=O)N/N=C/C=C/c2ccco2)nnc1-c1ccccc1 | 12 | -3 | 0 | -1 | -58 | -2 | -2 | 31 | -13
CSCC[C@H](NC(=O)Nc1cccc(C(F)(F)F)c1)C(=O)O | -26 | 0 | -3 | -11 | -17 | -2 | -15 | 2 | -4
COCCCn1c(SCC(=O)NCc2ccccc2)nc2ccccc2c1=O | -21[20 µM] | -2 | 0 | -12 | -1 | 0 | -9 | -13 | -1
Cc1ccccc1CN1CCN(S(=O)(=O)c2ccc(F)cc2)CC1 | -17[20 µM] | -1 | 14 | -9 | 8 | -1 | 0 | 31 | -1

Single records, from the list above. Order of values: Furin inhibitor	Runt-CBFb FRET	RBBP9 inh	p47phox inh	Tb hexokinase	p97 ATPase inh	EBV gp42 inh	m-calpain inh	Runt-SMMHC FRET
CCS(=O)(=O)Nc1cccc(C(=O)O)c1 in the list: -23	-1	-4	5	6	3	-11	-5	0
CN1C(=O)NC(c2ccc(O)cc2)C(C(=O)c2cccs2)C1(O)C(F)(F)F (stereo not drawn) in the list: -3	0	-8	-3	1	-5	4	19	-3

The listing continues:
SMILES | Furin inhibitor | Runt-CBFb FRET | RBBP9 inh | p47phox inh | Tb hexokinase | p97 ATPase inh | EBV gp42 inh | m-calpain inh | Runt-SMMHC FRET
Cc1cccc(-n2c(C)cc(/C=N/NC(N)=S)c2C)c1 | 7 | 1 | -11 | -12 | -21 | 0 | -1 | 26 | -1
CC(=O)Nc1ccc(/C=N/NC(=O)CCN2CCN(c3ccccc3)CC2)cc1 | -13 | 0 | 0 | -3 | -5 | 0 | -12 | -13 | 1
COCCNC(=O)C(c1ccc(C)o1)N(CC1CCCO1)C(=O)Cn1nnc2ccccc21 (stereo not drawn) | -5 | 2 | -7 | -2 | 23 | -4 | -13 | -39 | -13
Cc1ccc(OCCNC(=O)c2cncc(Br)c2)cc1C | -18[20 µM] | 3 | -11 | -11 | 5 | 0 | -8 | 6 | 0
CN(Cc1ccc(F)cc1)C(=O)CCc1nnc(-c2ccccc2)o1 | -28 | 0 | -1 | -2 | 1 | 2 | -6 | -15 | 4
CCc1cc2c(C)cc(=O)oc2cc1Oc1ncccc1[N+](=O)[O-] | -12 | 3 | -14 | 4 | 4 | -6 | 4 | 14 | 8
CCOc1ccc(OCC)c(NC(=O)CN2CCN(c3cccc(C)c3C)CC2)c1 | -10 | -2 | -5 | -8 | 2 | 0 | -4 | -9 | -5
Cc1ccc2oc(C(F)(F)C(F)F)cc(=O)c2c1 | -17 | -1 | 0 | -13 | -16 | -1 | -2 | -25 | -4
C#CCOCCOCCOCCNc1nc(N2CCN(C(=O)C(Cc3ccc(O)cc3)n3cc(C(N)CC(C)C)nn3)CC2)nc(N2CCN(C(=O)C(Cc3ccc(O)cc3)n3cc(C(N)C(C)CC)nn3)CC2)n1 (stereo not drawn) | -10 | 3 | 2 | · | 2 | 15* | -22 | -5 | 0
COC(=O)C1=C(C)NC(C)=C(C(=O)OC)C1c1ccc(N(C)C)cc1 | -8 | 6 | 1 | -5 | -16 | 4 | -3 | -9 | 5
O=C1c2ccccc2C(=O)N1c1nc2nccc(-c3ccccc3)n2n1 | 17[20 µM] | 0 | -3 | 0 | -5 | 7 | 3 | -58 | -3
O=C(CNCC1CCCCC1)Nc1ccc(OC(F)(F)F)cc1 | -32 | -1 | 0 | -11 | 30 | 0 | -26 | -7 | -2

Rewritten as labelled records: part of the list above
Compound: O=C(CNCC1CCCCC1)Nc1ccc(OC(F)(F)F)cc1
  Furin inhibitor = -32 | Runt-CBFb FRET = -1 | RBBP9 inh = 0 | p47phox inh = -11 | Tb hexokinase = 30 | p97 ATPase inh = 0 | EBV gp42 inh = -26 | m-calpain inh = -7 | Runt-SMMHC FRET = -2
Compound: CCOc1ccc(OCC)c(NC(=O)CN2CCN(c3cccc(C)c3C)CC2)c1
  Furin inhibitor = -10 | Runt-CBFb FRET = -2 | RBBP9 inh = -5 | p47phox inh = -8 | Tb hexokinase = 2 | p97 ATPase inh = 0 | EBV gp42 inh = -4 | m-calpain inh = -9 | Runt-SMMHC FRET = -5

Next part.
SMILES | Furin inhibitor | Runt-CBFb FRET | RBBP9 inh | p47phox inh | Tb hexokinase | p97 ATPase inh | EBV gp42 inh | m-calpain inh | Runt-SMMHC FRET
COc1ccc(CCN=CC2=C(O)CC(C)(C)CC2=O)cc1 | -1[20 µM] | · | 2 | -4 | -5 | 1 | -4 | -5 | 2
Cc1cc(C)nc(NS(=O)(=O)c2ccc(NC(=O)c3cccc(N4C(=O)CCC4=O)c3)cc2)n1 | -14 | 0 | 1 | -7 | -6 | 1 | 1 | -62 | 1
Cc1cc(=O)n2c3ccccc3n(CC(O)CN3CCN(Cc4ccccc4)CC3)c2c1C#N (stereo not drawn) | -10 | -1 | -6 | -7 | -35 | -2 | 6 | -63 | 0
Cc1cc(C)n2nc(C(=O)NCCc3ccccc3)nc2n1 | -11[20 µM] | 2 | 2 | -30 | 4 | 5 | -16 | -11 | -4
S=c1[nH]nc(-c2ccccn2)n1/N=C/c1cccc(Cl)c1 | -26 | 6 | 5 | 8 | -8 | 3 | -18 | -18 | 8
C=CCOC(=O)C1=C[C@H](c2coc3ccccc3c2=O)[C@@H](CCCO)[C@H](OCC)O1 | -16 | -3 | -3 | · | -4 | 0 | -6 | -6 | 0
COc1ccc(NC(=O)c2sc(Cl)nc2-c2ccccc2)cc1 | -21 | 0 | 1 | 2 | -2 | 4 | -17 | 12 | 1
O=C(CSc1nnc(COc2ccc(Cl)cc2)o1)OC1CCCCC1 | -6[20 µM] | -2 | 0 | -4 | 8 | -9 | 10 | 5 | -3
CC1(C)Cc2c(C#N)c(N3CCCC3)nc(-c3ccco3)c2CO1 | -28 | -1 | -3 | -6 | -5 | 2 | -23 | -407 | -8
Cc1ccc(N2CC(C(=O)NCc3ccccn3)CC2=O)cc1 (stereo not drawn) | -15[20 µM] | 1 | -7 | 3 | 2 | -1 | -6 | -3 | 2
CCOc1ccc(-c2n[nH]c(C)c2Oc2ccc(OC)cc2)c(O)c1 | -15 | 3 | -6 | -12 | 10 | -4 | -1 | 28 | -1
COC(=O)CN1C(=S)N(C)C(=O)C1CC(=O)Nc1ccccc1 (stereo not drawn) | -22 | 0 | -6 | 0 | -1 | 4 | -1 | -9 | 3
C=CCn1c(SCCOC)nc2c1c(=O)[nH]c(=O)n2C | -30 | 0 | -8 | -5 | 2 | 3 | -8 | -12 | -6
Cc1ccc(S(=O)(=O)NCC2CCCO2)cc1[N+](=O)[O-] (stereo not drawn) | -30 | 0 | -4 | -1 | 27 | 4 | 12 | -3 | -2
Nc1nc2nccc(-c3ccc(Cl)cc3)n2n1 | -164 | 0 | -14 | -2 | -32 | -6 | -3 | i | -8
COc1ccc(N2CCN(C(c3cccs3)C(C)NC(=O)c3ccc4c(c3)OCO4)CC2)cc1 (stereo not drawn) | 2 | 0 | -6 | -3 | 10 | 7 | 1 | 21 | -1
Cc1noc(C)c1S(=O)(=O)N1CCCC(C(=O)NCCc2ccc(Cl)cc2)C1 (stereo not drawn) | -4[20 µM] | -2 | -5 | -2 | 0 | 0 | -9 | -36 | 0
C=CCNC(=O)C(=O)c1cccn1-c1ccsc1C(=O)OC | -20[20 µM] | 0 | -6 | -4 | -21 | 0 | -9 | 3 | -3
COC(=O)CNC(=S)NC(=O)c1ccc(C(C)(C)C)cc1 | -21 | -3 | -6 | -5 | 1 | 2 | -1 | -20 | 0
O=C(NN1CCOCC1)c1cc(-c2ccccc2)nc2ccccc12 | -15[20 µM] | -3 | -5 | -15 | -18 | 6 | 3 | -19 | 3

Screening results from PubChem.
